Bioassay records deposited in PubChem BioAssay by Broad Institute.
esBAF inh: Bmi1 luciferase reporter increase in mESCs, primary screen, esBAF inhibitor project, mouse ES cells, Bmi1 luciferase knock-in, single point; 24 h; 100% = twice the neutral-well signal; reporter increase, % at 12.5 µM; 350,000 compounds, 2% hits; in the data active means activation above about 40%;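 further: 0% = median of the plate's neutral control wells and 100% = double that signal; a rise in the Bmi1 reporter signal indicates esBAF inhibition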
LGR2 inh: inhibitors of bursicon-induced LGR2 CRE-luciferase signal, primary screen, cell-based, HEK293, CRE-luciferase reporter, bursicon stimulation; Drosophila bursicon receptor LGR2 (rickets); bursicon-stimulated, 4 h; inhibition, % at 9.99 µM; 380,000 compounds, 0.35% hits; AID 720647, 2013;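 active means drop in luminescence signal, shown as inhibition above about 50% in the replicate tests, limit read from the data, passing the limit was not always enough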;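 further: agonist challenge used bursicon conditioned medium at about half maximal strength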
Casp6 inh: human caspase-6 inhibitors, primary screen, biochemical, VEID-R110 fluorescence, single point, set 2; P55212; purified caspase-6, Z-VEID-R110 cleavage fluorescence; inhibition, % at 12.5 µM; 350,000 compounds, 0.53% hits; AID 686996, 2013;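 active means mean inhibition across replicates at least about 35%, with every replicate also reaching that limit, limit read from the data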;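 further: 0% = median of neutral control wells and 100% = no fluorescence left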
Target sequence (P55212 24-179 limits assumed): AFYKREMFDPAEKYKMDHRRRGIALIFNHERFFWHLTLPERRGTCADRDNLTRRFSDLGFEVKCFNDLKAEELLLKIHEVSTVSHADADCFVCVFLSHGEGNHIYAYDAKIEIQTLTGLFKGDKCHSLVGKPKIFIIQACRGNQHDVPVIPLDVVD
Target sequence (P55212 194-293 limits assumed): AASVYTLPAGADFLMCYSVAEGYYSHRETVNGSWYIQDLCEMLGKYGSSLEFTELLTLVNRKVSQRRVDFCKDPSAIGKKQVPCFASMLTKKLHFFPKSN
SIRT5 block: SIRT5 desuccinylase inhibitors, primary screen, biochemical, fluorescence imaging, single point, set 5; NAD-dependent protein deacylase sirtuin-5, mitochondrial (Homo sapiens), Q9NXA8; Purified SirT5, succinyl-peptide AMC, trypsin-coupled fluorescence; 330,000 compounds, 1.1% hits; inhibition, % at 15 µM; in the data active means inhibition above about 15%
Target sequence (Q9NXA8 whole entry, looked up): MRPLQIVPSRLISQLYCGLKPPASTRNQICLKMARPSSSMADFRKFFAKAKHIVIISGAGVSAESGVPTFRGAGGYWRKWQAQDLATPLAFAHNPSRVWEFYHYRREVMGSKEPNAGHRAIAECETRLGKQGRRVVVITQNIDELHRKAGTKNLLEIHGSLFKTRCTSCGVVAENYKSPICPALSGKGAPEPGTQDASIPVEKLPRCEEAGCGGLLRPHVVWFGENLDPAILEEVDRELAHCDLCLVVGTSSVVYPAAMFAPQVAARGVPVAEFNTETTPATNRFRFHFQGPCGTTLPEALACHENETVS
C2C12 statin: suppressors of statin myotoxicity in C2C12 myotubes, primary screen, cell-based, single point, plate reader; C2C12 myotubes + simvastatin, ATP luminescence, 48 h; scaled: DMSO 0, geranylgeraniol control 100; rescue of ATP level, % at 7.49 µM; 330,000 compounds, 0.78% hits;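 active means mean ATP rescue above about 67%, or every replicate alone reaching that limit, limit read from the data, passing the limit was not always enough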;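 further: myotubes were challenged with 10 µM simvastatin during compound exposure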
S100A4 MyoIIA: inhibitors of S100A4-myosin IIA peptide binding, primary screen, biochemical, fluorescence polarization, TAMRA-MyoIIA peptide; Protein S100-A4 (Homo sapiens), P26447; 360,000 compounds, 0.14% hits; inhibition, % at 10.7 µM; AID 652163, 2013;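 active means mean inhibition of at least 70% across replicates, with every replicate also reaching that level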
Target sequence (P26447 whole entry, looked up): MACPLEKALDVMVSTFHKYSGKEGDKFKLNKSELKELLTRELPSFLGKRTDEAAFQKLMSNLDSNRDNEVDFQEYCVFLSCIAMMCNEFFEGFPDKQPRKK
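Compound dosing: one dose per compound; test system: human S100A4 monomer with TAMRA-labelled myosin IIA peptide; probe or stimulus: TAMRA-labelled myosin IIA heavy-chain peptide probe, 5 nM; medium: HEPES buffer with Ca2+, pH 7.2; schedule: 5 min incubation before reading; benchmarks: neutral control DMSO, positive control TFP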
FN deposit inh: inhibitors of fibronectin matrix deposition, primary screen, AH1F cells, Alexa488-fibronectin fluorescence, plate reader; AH1F fibroblasts, overnight; inhibition, % at 12.6 µM; 350,000 compounds, 0.086% hits;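 active means mean inhibition across replicates of 30% or more, regardless of how many single replicates reach that level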;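 further: positive control wells lacked labelled fibronectin entirely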
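material = AH1F fibroblast monolayer depositing Alexa488-labelled fibronectin into matrix | amount = 10000 AH1F cells/well | buffer or medium = DMEM plus 2% serum, read in PBS | incubation = 1 h cell adhesion before compound, then overnight fibronectin incubation | detection = fluorescence at 485 nm excitation, 525 nm emission | evaluation = percent inhibition as loss of matrix-bound fibronectin fluorescence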
Numbers without * were called inactive. Some of the compounds tested; the hit share may differ from the screen's.

Results for CCN=C(NCC)SC1CC(=O)N(c2ccc(OCC)cc2)C1=O (stereo not given) ?
esBAF inh: -2; LGR2 inh: 9; Casp6 inh: 0; C2C12 statin: -2; S100A4 MyoIIA: 0; FN deposit inh: 2

Results for C[C@@H]1CN([C@H](C)CO)C(=O)c2cc(-c3cccc(C#N)c3)cnc2O[C@H]1CN(C)C(=O)C1CCOCC1 ?
esBAF inh: 3; LGR2 inh: 7; Casp6 inh: 2; SIRT5 block: -1; C2C12 statin: -2; S100A4 MyoIIA: -3; FN deposit inh: -4

Results for C/C(=N/N=C(\C)c1ccccc1O)c1ccccc1O ?
LGR2 inh: -15; Casp6 inh: -1; SIRT5 block: -1; S100A4 MyoIIA: -3; FN deposit inh: -2

What do the screens show for `CCOc1ccc(Br)cc1S(=O)(=O)NC(=O)c1ccccc1`?
LGR2 inh: 5; Casp6 inh: 3; SIRT5 block: -3; S100A4 MyoIIA: -4; FN deposit inh: -4

What do the screens show for `CCN(CC)S(=O)(=O)c1cc(C(=O)OCC(=O)c2ccc3c(c2)NC(=O)CO3)ccc1F`?
esBAF inh: -5; LGR2 inh: 4; C2C12 statin: 1

How did Cc1ccc(S(=O)(=O)N(C)C[C@@H]2Oc3c(NC(=O)Nc4cccc5ccccc45)cccc3C(=O)N([C@@H](C)CO)C[C@H]2C)cc1 do in these assays?
esBAF inh: 9; LGR2 inh: 20; Casp6 inh: -1; SIRT5 block: 7; C2C12 statin: -67; S100A4 MyoIIA: -4; FN deposit inh: 2

How did CCOc1ccccc1CNCCNCC(C)O (stereo not given) do in these assays?
esBAF inh: -1; Casp6 inh: -5; SIRT5 block: -1; C2C12 statin: -2; S100A4 MyoIIA: -2; FN deposit inh: -5

Results for CC(=O)N/C(=C\c1ccc(F)cc1)C(=O)OCc1ccccc1 ?
esBAF inh: -11; LGR2 inh: -2; Casp6 inh: -3; SIRT5 block: -2; C2C12 statin: 1; S100A4 MyoIIA: -1; FN deposit inh: 3

What do the screens show for `O=C(Cc1ccccc1)N1CCN(S(=O)(=O)c2cccc([N+](=O)[O-])c2)CC1`?
LGR2 inh: 2; Casp6 inh: -1; SIRT5 block: -1; S100A4 MyoIIA: -1; FN deposit inh: 10

Results for CNC[C@@H]1Oc2ncc(Br)cc2C(=O)N([C@@H](C)CO)C[C@H]1C ?
esBAF inh: 1; LGR2 inh: 2; Casp6 inh: 1; SIRT5 block: -2; C2C12 statin: 13; S100A4 MyoIIA: -11

Results for CN1c2ccc(-c3cccc(F)c3)cc2[C@H]2[C@H](CCN2C(=O)C2CCCC2)[C@@H]1CO ?
esBAF inh: 2; LGR2 inh: -6; C2C12 statin: -7; FN deposit inh: -2

How did O=C(Nc1cccnc1)c1c(F)c(F)c(F)c(F)c1F do in these assays?
esBAF inh: -5; LGR2 inh: 0; C2C12 statin: 8

Results for O=C(CCn1nc(-c2ccccc2)ccc1=O)N1CCN(c2ccccn2)CC1 ?
esBAF inh: 3; LGR2 inh: 15; C2C12 statin: 7; FN deposit inh: -4

How did Clc1cccc(Cc2c(-c3ccco3)nc3ccc(Br)cn23)c1 do in these assays?
esBAF inh: -6; Casp6 inh: -2; SIRT5 block: 0; C2C12 statin: 14; S100A4 MyoIIA: 0; FN deposit inh: 2

What do the screens show for `COc1cc(/C=C(/NC(=O)c2ccccc2)C(=O)N2CCN(C)CC2)c([N+](=O)[O-])cc1OC`?
LGR2 inh: -1; Casp6 inh: 0; SIRT5 block: 1; S100A4 MyoIIA: -8; FN deposit inh: -27

What do the screens show for `COc1cc(S(=O)(=O)Nc2ccccc2N2CCCCC2)ccc1NC(C)=O`?
esBAF inh: -7; LGR2 inh: 29; Casp6 inh: 2; SIRT5 block: -7; C2C12 statin: -40; S100A4 MyoIIA: 2; FN deposit inh: 2

Results for C[C@H]1CN([C@@H](C)CO)C(=O)c2ccccc2-c2ccccc2CO[C@H]1CN(C)S(=O)(=O)c1ccc(C(F)(F)F)cc1 ?
esBAF inh: -9; LGR2 inh: 19; Casp6 inh: -1; SIRT5 block: 10; S100A4 MyoIIA: -6; FN deposit inh: 5

How did CC1=C(C)CS(=O)N(c2ccc(S(N)(=O)=O)cc2)C1 (stereo not given) do in these assays?
esBAF inh: -1; C2C12 statin: -7; FN deposit inh: -1

Results for CC1(C(=O)Nc2ccc3c(c2)OCCO3)CCN1C(=O)c1cccc(F)c1 (stereo not given) ?
esBAF inh: 8; LGR2 inh: 8; Casp6 inh: -1; SIRT5 block: -9; C2C12 statin: 5; S100A4 MyoIIA: 8; FN deposit inh: -2

Results for c1ccc(NC2=NCCN2CC2CCCCC2)cc1 ?
esBAF inh: -2; LGR2 inh: -1; Casp6 inh: -3; SIRT5 block: -1; C2C12 statin: -5; S100A4 MyoIIA: -5; FN deposit inh: -6

What do the screens show for `CC(NC(=O)c1ccc(OC2CCN(C(=O)c3cccnc3)CC2)cc1)C1CC1` (stereo not given)?
esBAF inh: -8; LGR2 inh: 4; Casp6 inh: -1; SIRT5 block: 2; C2C12 statin: 1; S100A4 MyoIIA: -2; FN deposit inh: -40

What do the screens show for `C[C@@H]1CN([C@@H](C)CO)C(=O)Cc2cc(NS(=O)(=O)c3ccc(F)cc3)ccc2O[C@H]1CN(C)Cc1ccncc1`?
esBAF inh: 6; LGR2 inh: -5; Casp6 inh: 0; SIRT5 block: 1; C2C12 statin: -41; S100A4 MyoIIA: 8; FN deposit inh: 4

Results for CSCC[C@H](NC(=O)OCc1ccccc1)C(=O)O ?
esBAF inh: -4; LGR2 inh: -9; C2C12 statin: -3; FN deposit inh: -2

How did Cc1nc(Cl)nc(N(C)c2ccccc2)c1[N+](=O)[O-] do in these assays?
esBAF inh: -7; LGR2 inh: -9; Casp6 inh: -3; SIRT5 block: 3; C2C12 statin: 7; S100A4 MyoIIA: -1; FN deposit inh: 10

How did COc1cccc(C(=O)COC(=O)c2n[nH]c(=O)c3ccccc23)c1 do in these assays?
LGR2 inh: -10; SIRT5 block: -2; S100A4 MyoIIA: -4; FN deposit inh: -13

How did COc1ccc(N(C)S(=O)(=O)c2cccc(C(=O)OCC(=O)N(C)c3ccccc3)c2)cc1 do in these assays?
esBAF inh: 3; LGR2 inh: 2; Casp6 inh: -2; SIRT5 block: -3; C2C12 statin: -2; S100A4 MyoIIA: -5; FN deposit inh: -1

What do the screens show for `COC(=O)[C@@H]1[C@@H](CO)[C@@H]2Cn3c(ccc(C4=CCCC4)c3=O)[C@@H]2N1Cc1ccccn1`?
esBAF inh: 2; LGR2 inh: 8; Casp6 inh: -2; SIRT5 block: -8; C2C12 statin: -10; S100A4 MyoIIA: 1

How did O=C(CN(Cc1ccc(Cl)cc1)C(=O)CN1C(=O)COc2ccccc21)NC1CCCC1 do in these assays?
esBAF inh: -6; LGR2 inh: 7; Casp6 inh: -4; SIRT5 block: -1; C2C12 statin: 5; S100A4 MyoIIA: -1; FN deposit inh: -3

What do the screens show for `O=c1[nH][nH]c(C(F)(F)F)c1C=Nc1ccc(Cl)cc1`?
esBAF inh: 34; C2C12 statin: 8; FN deposit inh: -3

What do the screens show for `COc1cc(NC(=S)N2CCN(c3ccccn3)CC2)cc(OC)c1OC`?
LGR2 inh: -8; Casp6 inh: -1; SIRT5 block: -4; S100A4 MyoIIA: 4; FN deposit inh: 3

What do the screens show for `CCOC(=O)C1CN(S(=O)(=O)c2ccccc2)CCN1S(=O)(=O)c1ccccc1` (stereo not given)?
esBAF inh: -2; LGR2 inh: 4; C2C12 statin: 7; FN deposit inh: 20

What do the screens show for `O=C(NC(=S)NCC1CCCO1)c1ccccc1` (stereo not given)?
esBAF inh: 1; LGR2 inh: -1; Casp6 inh: -2; SIRT5 block: 0; C2C12 statin: -3; S100A4 MyoIIA: 5; FN deposit inh: 0

How did CCCNC(=O)N[C@H]1CC[C@@H](CCn2cc(C3CCCC3)nn2)O[C@@H]1CO do in these assays?
esBAF inh: -2; LGR2 inh: -6; Casp6 inh: -3; SIRT5 block: 1; C2C12 statin: -5; S100A4 MyoIIA: 2; FN deposit inh: -7

How did COc1ccccc1C1CC(=O)Oc2c(C(C)C)ccc(C)c21 (stereo not given) do in these assays?
esBAF inh: -6; LGR2 inh: 7; Casp6 inh: -3; SIRT5 block: 0; C2C12 statin: 1; S100A4 MyoIIA: 1; FN deposit inh: 1

Results for COc1ccc(S(=O)(=O)N[C@@H](C)C(=O)OCC(=O)Nc2cc3oc4ccccc4c3cc2OC)cc1 ?
LGR2 inh: -34; Casp6 inh: 1; SIRT5 block: 3; S100A4 MyoIIA: 0; FN deposit inh: 7

What do the screens show for `CC1=NOC2(C1)/C(=N/O)CCC/C2=N\O` (stereo not given)?
esBAF inh: -3; LGR2 inh: 7; C2C12 statin: -14; FN deposit inh: 3

How did CCCN1CCC(N2CCN(c3cccc(C(F)(F)F)c3)CC2)CC1 do in these assays?
esBAF inh: -10; LGR2 inh: 9; C2C12 statin: 17; FN deposit inh: -7

Results for Cc1cc(C(=O)N(C)CC2CCCN(CCc3ccc(F)cc3)C2)c(C)o1 (stereo not given) ?
esBAF inh: -6; LGR2 inh: 4; Casp6 inh: -5; SIRT5 block: 0; C2C12 statin: 51; S100A4 MyoIIA: 0

Results for CCCCNc1cc(=O)n(C)c(=O)[nH]1 ?
esBAF inh: -5; LGR2 inh: 6; Casp6 inh: -1; C2C12 statin: -2; S100A4 MyoIIA: 36; FN deposit inh: 1

Results for CCC(=O)N1CC[C@@H]2[C@H]1c1cc(-c3cccc(C#N)c3)ccc1N[C@@H]2CO ?
esBAF inh: 2; LGR2 inh: -40; C2C12 statin: -14; FN deposit inh: 9

What do the screens show for `O=C(CSc1nc2[nH]ncc2c(=O)[nH]1)Nc1nccs1`?
LGR2 inh: -3; Casp6 inh: -3; SIRT5 block: 3; S100A4 MyoIIA: -2; FN deposit inh: 3

How did Cc1cc(=O)oc(C)c1C(=O)N1CCCc2ccccc21 do in these assays?
esBAF inh: -3; C2C12 statin: -4; FN deposit inh: -1

Results for COc1cccc(-c2ccc(CC[C@H]3O[C@H]4CC[C@@H](CO)O[C@H]4C[C@H]3NS(C)(=O)=O)cc2)c1 ?
Casp6 inh: 1; SIRT5 block: 0; S100A4 MyoIIA: -2
